High-throughput results: PubChem BioAssay, several laboratories
M. tuberculosis GlmU: inhibition of mycobacterial GlmU enzyme – biochemical, glucosamine-1-phosphate acetyltransferase (AID 1376) | M. tuberculosis GlmU acetyltransferase enzyme assay; higher % means a stronger effect | one-dose inhibition, %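 (tested at 30 µM in the primary screen)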; IC50 in µM for titrated hits | hit rate 0.25% among 220,000; in the data active = inhibition above about 13%;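 note: 0% = complete reaction with vehicle and 100% = reaction without substrate; strong numbers were not always called active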
Mtb RmlCD inh: M. tuberculosis RmlC/RmlD inhibition | P9WH09+P9WH11 | RmlC+RmlD coupled enzyme assay, percent inhibition; primary screen in compound mixtures | inhibition, % at 3.6 µM | hit rate 0.03% among 160,000; in the data active = inhibition mostly above about 34%, no sharp cut-off; note: some results filed as inactive read as strong as hits
Target sequence (P9WH09 whole entry, looked up): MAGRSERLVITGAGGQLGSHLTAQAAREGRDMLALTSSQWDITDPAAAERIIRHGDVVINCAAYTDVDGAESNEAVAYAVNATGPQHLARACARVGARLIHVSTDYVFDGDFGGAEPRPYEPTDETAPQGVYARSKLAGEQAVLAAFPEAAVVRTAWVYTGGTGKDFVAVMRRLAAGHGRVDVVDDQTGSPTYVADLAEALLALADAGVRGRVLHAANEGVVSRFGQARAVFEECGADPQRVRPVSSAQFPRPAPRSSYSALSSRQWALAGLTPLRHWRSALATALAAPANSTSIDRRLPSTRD
Target sequence (P9WH11 whole entry, looked up): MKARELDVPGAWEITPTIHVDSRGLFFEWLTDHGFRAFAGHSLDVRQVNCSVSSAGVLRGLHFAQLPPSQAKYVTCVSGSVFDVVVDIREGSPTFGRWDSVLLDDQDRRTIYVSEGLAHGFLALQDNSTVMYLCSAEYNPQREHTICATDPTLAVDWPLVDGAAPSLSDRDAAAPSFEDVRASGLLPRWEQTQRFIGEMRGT
Starred values were filed as active, the others as inactive; nt = not tested or not shown.

No.	Structure	M. tuberculosis GlmU	Mtb RmlCD inh
1	CN(C)Cc1ccc(O)c(CCc2ccccc2)n1	0.3%	3.5
2	COc1ccc(NC(=O)c2c(C)nn(Cc3ccccc3)c2Cl)cc1S(=O)(=O)N1CCOCC1	-3.2%	9.8
3	C=CCN=C(NC#N)SC	2.9%	-8.0
4	CCOCC(=O)N1CCc2ccccc21	-0.9%	9.3
5	CCCC(=O)C1=C(O)C(C(=O)OC)C(C)(C)CC1=Nc1ccc(C)cc1 (configuration not stated)	1.2%	7.7
6	CS(=O)(=O)N1CCC(C(=O)N2CCc3ccccc3C2)CC1	2.0%	-13.1
7	COc1ccc(COC(=O)Nc2cn(C)nc2C(F)(F)F)cc1	6.1%	-0.7
8	COc1ccc(-n2c(COc3cccc(C)c3)nnc2SCC(=O)NCc2ccco2)cc1	3.7%	nt
9	CN(C)CCOc1cccc(Cl)c1	-1.0%	nt
10	COc1ccc(NC(=O)c2cccnc2SC)cc1S(=O)(=O)N1CCCCC1	-1.2%	8.4
11	CC1(C)CC(=O)N(Cc2ccccc2)C(=O)C1	6.9%	nt
12	CC1CC(=O)c2cnc(NCc3ccco3)nc2C1 (configuration not stated)	-8.1%	nt
13	Cc1ccc(NC(=O)c2sccc2SCc2cccc(C(F)(F)F)c2)cc1	-2.8%	1.7
14	COC(=O)CC(NS(=O)(=O)c1cccs1)c1cccc2ccccc12 (configuration not stated)	4.5%	0.5
15	Cc1ccc(C(=O)OCC(=O)Nc2ccc3c(c2)OCO3)cc1S(=O)(=O)N1CCOCC1	8.8%	nt
16	COC(=O)[C@@H]1C[C@@H]2CC[C@@H](O)C[C@@H]2N1Cc1ccc(N2CCN(C)CC2)cc1	-1.8%	nt
17	CCCCC(=O)Nc1cccn2ncnc12	2.0%	-5.7
18	O=C(c1cnn2c(C(F)F)cc(-c3ccccc3)nc12)N1CCCCC1c1cccnc1 (configuration not stated)	-4.7%	-5.6
19	c1csc(-c2nnc(N3CCCCCC3)c3ccccc23)c1	3.6%	4.6
20	CN(C)S(=O)(=O)c1cccc(NC(=O)COC(=O)c2cccc(S(=O)(=O)N3CCc4ccccc4C3)c2)c1	-3.5%	8.3
21	COC(=O)C1=C(C)N(c2ccc(C(=O)OC)cc2)C(=O)C1	-6.7%	8.2
22	O=c1[nH]c(=S)n(-c2ccc(Cl)cc2)c(O)c1C=Nc1ccc(N2CCOCC2)cc1	3.0%	7.0
23	O=C(NNC1CC(=O)N(c2ccc3c(c2)OCCO3)C1=O)c1ccc(Cl)cc1 (configuration not stated)	0.9%	-8.8
24	COC(=O)c1c(C)[nH]c(O)c1C=Nc1ccc(C(C)C)cc1	-0.8%	nt
25	Cc1cc(C(=O)NCCC(c2ccccc2)c2ccccc2)c(C)o1	0.0%	-0.1
26	CC(=O)NC(Cc1ccccc1)c1ccc2c(c1)OCCCO2 (configuration not stated)	0.8%	-6.5
27	CCOC(=O)CN(C(=O)CSc1nnc(C)n1-c1ccccc1)c1ccccc1	4.0%	-8.2
28	O=C(NC(=S)NCCN1CCOCC1)c1ccccc1Cl	6.5%	-5.2
29	CCOC(=O)c1c(Nc2ccccc2)sc(/C=C2\C=Nc3ccccc32)c1O	6.1%	nt
30	Clc1cccc(-c2ccc(C=Nc3ccc(N4CCOCC4)cc3)o2)c1Cl	1.2%	19.6
31	C/C(CC(=O)NCc1ccco1)=N\NC(=O)CC#N	1.4%	1.0
32	O=C(NNc1ccc(Cl)cc1)c1cccs1	5.0%	nt
33	COc1cccc(OC)c1OCCCOc1ccc(C)cc1Br	0.9%	nt
34	C=C1C(=O)O[C@H]2[C@H]1[C@H](OC(=O)CC(=O)O[C@@H]1C[C@@H](C)[C@@H]3C=CC(=O)[C@@]3(C)[C@H]3OC(=O)C(=C)[C@H]13)C[C@@H](C)[C@H]1C=CC(=O)[C@]12C	4.1%	4.3
35	CCc1nn2c(=O)cc(COc3ccc(/C=C4\C(=N)N5N=C(CC(C)C)SC5=NC4=O)cc3)nc2s1	2.5%	nt
36	Cc1ccc(S(=O)(=O)n2c([N+](=O)[O-])cnc2C)c(C)c1C	2.2%	-12.6
37	CCCCOC(=O)c1ccc(NC(=S)N2CCN(c3ncc4c(=O)c(C(=O)O)cn(CC)c4n3)CC2)cc1	-5.0%	nt
38	COc1ccc(CNC(=O)C2CCCN2S(=O)(=O)c2ccc(S(=O)(=O)N(C)C)cc2)cc1 (configuration not stated)	7.2%	6.0
39	Nc1n[nH]c2c1C1(CCCCC1)Cc1ccccc1-2	-0.6%	nt
40	COc1cccc(-c2nc3ccccc3s2)c1	1.6%	7.7
41	Oc1ccc2c3c1OC1C(O)CC[C@@]4(O)[C@@H](C2)N(CC2CCC2)CC[C@]314 (some centres not stated)	-3.2%	-10.8
42	CCN(C(=O)COc1cc(=O)n(CC)c2ccccc12)c1cccc(Cl)c1	0.1%	9.8
43	COC(=O)c1cccc(NC(=O)COC(=O)CSc2nc(C)cc(C)n2)c1	4.6%	nt
44	COCC(C)n1c(=O)sc2ccccc2c1=O (configuration not stated)	-1.7%	4.4
45	O=C(c1cc2ccccc2oc1=O)N1CCOCC1	2.6%	nt
46	O=C(NCCCl)Nc1cccnc1Cl	-0.8%	-7.8
47	COc1ccc(CCN(C)C(=O)C2CCN(Cc3ccccc3)CC2)cc1OC	1.6%	-9.3
48	O=C(NCc1ccccc1)C1=C[C@@H](c2ccccc2)C[C@@H](OCCCCO)O1	4.9%	nt
49	CS(=O)(=O)N1CCC(C(=O)Nc2ccc(F)cc2F)CC1	-3.4%	15.6
50	COC(=O)c1ccc(C(=O)OC)c(NC(=S)N2CCOCC2)c1	4.1%	-15.9
51	CN(C)S(=O)(=O)c1ccc(Cl)c(C(=O)Nc2ccccc2[N+](=O)[O-])c1	8.8%	6.2
52	CC1(C)Cc2c(C#N)c(SCCC#N)nc(N3CCOCC3)c2CS1	-9.3%	9.9
53	Cc1oc(-c2ccccc2Cl)nc1CSCC(=O)NC1CC1	9.0%	5.3
54	O=C1/C(=C\c2ccc3c(c2)OCO3)CCC/C1=C/c1ccc2c(c1)OCO2	nt	-12.8
55	CCCc1cc(=O)[nH]c(Nc2ccc3c(c2)OCCO3)n1	-6.5%	17.4
56	Cc1ccc(SCC(=O)N(C)C2CCS(=O)(=O)C2)cc1 (configuration not stated)	-8.1%	44.0

Other records.
No.	Structure	M. tuberculosis GlmU	Mtb RmlCD inh
57	CCOC(=O)C1(Cc2ccc(Cl)cc2)CCN(C(=O)c2sc(C)nc2C)CC1	3.2%	5.7
58	COCCCn1c(=NC(C)=O)c(C#N)cc2c(=O)n3cccc(C)c3nc21	-0.1%	8.2
59	O=C(CS(=O)(=O)Cc1ccccc1)N1CCN(Cc2ccc3c(c2)OCO3)CC1	3.3%	-1.4
60	CN(c1ccc(C(=O)N2CCN(c3ccc(F)cc3)CC2)cc1)S(C)(=O)=O	0.0%	nt
61	Cc1cc(C)c(NC(=S)NCCCSC2CCCCC2)c(C)c1	-6.5%	-7.1
62	COc1ccc(Cl)cc1NC(=O)c1ccccc1C	0.1%	nt
63	CCOP(=O)(OCC)c1nc(/C=C/c2ccccc2)oc1NCc1ccc(OC)cc1	-3.3%	-3.6
64	O=C(CCN1C(=O)c2ccccc2C1=O)C1=NN[C@@H]2C(=O)N(c3ccc4c(c3)OCCO4)C(=O)[C@H]12	-1.2%	6.5
65	CNc1nc2cc([N+](=O)[O-])c([N+](=O)[O-])cc2nc1NC	-2.4%	10.7
66	O=C(NNc1ccccc1[N+](=O)[O-])NC1CCCCC1	4.0%	-6.8
67	O=C(CSc1cccc[n+]1[O-])c1ccc(-c2ccccc2)cc1	1.1%	4.9
68	Cc1[nH]n(C(N)=S)c(=O)c1N=Nc1ccc(S(=O)(=O)N2CCCCCC2)cc1	-1.9%	-9.0
69	O=c1c2ccccc2nnn1COc1cccc(Cl)c1	0.6%	-9.4
70	CC(c1ccncn1)N(C)Cc1nc(Cc2ccccc2F)no1 (configuration not stated)	-2.6%	-1.9
71	COC(=O)c1c(NC(NC(=O)C(C)C)C(Cl)(Cl)Cl)sc2c1CCC2 (configuration not stated)	6.2%	2.1
72	CNC(C(=O)c1ccccc1)C(OC(C)C)c1ccc(Cl)cc1 (configuration not stated)	0.3%	nt
73	Cc1oc(-c2ccccc2)nc1C(=O)Nc1nccs1	1.2%	36.3
74	CC(C)(C)NC(=O)C(c1ccncc1)N(C(=O)c1csnn1)c1cccc2ccccc12 (configuration not stated)	-0.9%	-7.4
75	Cc1c(N=C2C=CC(=O)c3ccccc32)c(=O)n(-c2ccccc2)n1C	-1.0%	10.2
76	COC(=O)CN(c1ccc(OC)cc1)S(=O)(=O)c1ccc(OC)c(OC)c1	1.3%	nt
77	Clc1cccc(CN2CCN(Cc3nc(CCc4ccccc4)no3)CC2)c1	2.3%	8.5
78	COc1ccc(/C=C/C(=O)NC(=S)N2CCN(c3ccccn3)CC2)cc1OC	3.3%	-3.2
79	COc1ccc(CNc2nn[nH]n2)cc1OC	0.9%	nt
80	O=C(NCc1ccc2c(c1)OCO2)C1CCN(S(=O)(=O)c2cccs2)CC1	3.4%	7.2
81	O=C(NC1CCCC1)C(c1ccncc1)N(C(=O)c1csnn1)C1CCCC1 (configuration not stated)	2.0%	1.9
82	COC(=O)C1=C(C)NC(=S)NC1c1ccco1 (configuration not stated)	10.4%	2.6
83	CCCCC1C(=O)NC(=S)NC1=O	1.8%	nt
84	Fc1ccccc1/C=C/c1ccc2ccccc2n1	2.7%	-3.0
85	COc1c(C)cc(S(=O)(=O)NC2CC(C)(C)NC(C)(C)C2)c(C)c1C	-0.8%	nt
86	O=C1C2C3C=CC(C3=C(c3ccccc3)c3ccccc3)C2C(=O)N1Cc1ccccc1 (configuration not stated)	0.0%	-2.8
87	COc1cccc(NC(=O)c2oc3ccccc3c2NC(C)=O)c1	-1.2%	-6.8
88	O=C(NCCCCCNC(=O)c1ccccn1)c1ccccn1	3.3%	5.2
89	CN(CC(=O)Nc1ccc(Cl)cc1)CC(=O)Nc1ccc(F)c(F)c1F	0.3%	-0.1
90	CCn1c(Cc2ccccc2)nnc1SCC(=O)Nc1ccccc1F	-0.7%	-9.3
91	OC(COCc1ccco1)CN1CCN(c2ccccc2)CC1 (configuration not stated)	-5.0%	-10.6
92	O=C(NCc1ccccc1C(F)(F)F)C1CC(c2ccccc2[N+](=O)[O-])=NO1 (configuration not stated)	1.4%	-5.0
93	S=c1[nH]nc(C2CC2c2ccc(Cl)cc2)n1-c1ccc(Cl)cc1 (configuration not stated)	-4.2%	8.8
94	Cc1nn(CC(=O)Nc2nc3ccccc3s2)c(C)c1[N+](=O)[O-]	10.0%	nt
95	Nc1ncnc2nc(SCCc3ccccc3)[nH]c12	-0.8%	nt
96	CCc1ccccc1Nc1nc(N)nc(CSc2nnc3ccccn23)n1	2.0%	-8.6

Look-ups from above:
Mtb RmlCD inh, entry 90 reads -9.3
M. tuberculosis GlmU, entry 95 reads -0.8%
M. tuberculosis GlmU, entry 94 reads 10.0%
M. tuberculosis GlmU, entry 91 reads -5.0%

Whole records from above.
Results for `OC(COCc1ccco1)CN1CCN(c2ccccc2)CC1` (configuration not stated) = M. tuberculosis GlmU = -5.0%; Mtb RmlCD inh = -10.6
Results for `CCc1ccccc1Nc1nc(N)nc(CSc2nnc3ccccn23)n1` = M. tuberculosis GlmU = 2.0%; Mtb RmlCD inh = -8.6
Results for `CCn1c(Cc2ccccc2)nnc1SCC(=O)Nc1ccccc1F` = M. tuberculosis GlmU = -0.7%; Mtb RmlCD inh = -9.3

Continued:
No.	Structure	M. tuberculosis GlmU	Mtb RmlCD inh
97	COCCN1C(=O)N[C@@H](c2cccc(C(F)(F)F)c2)C(C(=O)OC)=C1C	3.4%	nt
98	COc1ccccc1NC(=O)C1=C(C)Nc2nnnn2C1c1cc(Br)ccc1OC (configuration not stated)	2.6%	-13.5
99	CCN(CC)S(=O)(=O)c1cccc(NC(=O)CN2C(=O)c3ccc([N+](=O)[O-])cc3C2=O)c1	-2.6%	0.5
100	CC(=O)N1c2ccccc2C(CBr)=CC1(C)C	-0.2%	11.2
101	CCC(NC(=O)Nn1cnnc1)(C(F)(F)F)C(F)(F)F	-2.6%	nt
102	Cc1csc(NC(=O)CCn2c(=O)oc3ccccc32)n1	-2.5%	-8.8
103	COc1ccc(CCNC(=O)C2CCN(S(=O)(=O)c3c(C)noc3C)CC2)cc1OC	1.0%	10.2
104	COc1ccc(Cn2nc(-c3ccccc3)c(N3CCCCC3)cc2=O)cc1	-5.7%	nt

Ordered by length of the SMILES (ascending): part of the list above.
No.	Structure	M. tuberculosis GlmU	Mtb RmlCD inh
100	CC(=O)N1c2ccccc2C(CBr)=CC1(C)C	-0.2%	11.2
102	Cc1csc(NC(=O)CCn2c(=O)oc3ccccc32)n1	-2.5%	-8.8
101	CCC(NC(=O)Nn1cnnc1)(C(F)(F)F)C(F)(F)F	-2.6%	nt

The results go on:
No.	Structure	M. tuberculosis GlmU	Mtb RmlCD inh
105	O=c1ccc(NS(=O)(=O)c2ccc(Cl)cc2)cn1Cc1ccc(Cl)c(Cl)c1	-1.4%	1.4
106	Cc1ccccc1C(=O)N/N=C/c1ccncc1	8.0%	9.7
107	Cc1ccccc1S(=O)(=O)NC1OC(=O)C(Cl)=C1Cl (configuration not stated)	9.4%	7.9
108	CC(C)CSc1nnc(N)s1	0.6%	nt
109	O=C(c1ccccc1-c1nc(-c2ccccc2)no1)N1CCCC1	-0.6%	nt
110	CC1CN=C(N(C(=S)Nc2ccccc2)c2cccc(C(F)(F)F)c2)S1 (configuration not stated)	1.5%	-1.1
111	CCC(=O)Nc1ccc(N2CCN(CC)CC2)c(Cl)c1	nt	4.7
112	Cc1ccc(C(=O)NNC2CC(=O)N(c3ccc4c(c3)OCCO4)C2=O)cc1 (configuration not stated)	-2.1%	8.6

The list is partial; rates above refer to the full screens.
